PrPC surface inh = reduces human prion protein on the cell surface; P04156; cell surface PrPC, TR-FRET read-out; inhibition, % at 13.8 µM; hit rate 0.43% among 370,000; AID 720596; in the data active = inhibition above about 24%; also: 0% = median of the test wells and 100% = reference compound wells
FadD28 binding = M. tuberculosis FadD28 bisubstrate binding inhibition; hit rate 0.22% among 360,000; FadD28 bisubstrate probe binding, fluorescence polarization; inhibition, % at 12.5 µM; in the data active = inhibition above about 8.5%, passing the limit was not always enough; inconclusive = no clear call, values can overlap the other calls
TcdB GH inh = blocks C. difficile toxin B glycohydrolase activity; hit rate 0.24% among 350,000; TcdB glycohydrolase enzymatic assay, plate reader; inhibition, % at 9.99 µM; P18177; in the data active = inhibition above about 10%
BoNT-F LC inh = inhibitors of Botulinum neurotoxin F light chain protease. Multiplex microsphere protease cleavage assay, flow cytometry. inhibition, % at 10 µM. hit rate 0.22% among 360,000; in the data active = inhibition above about 35%, passing the limit was not always enough; inconclusive = no clear call, values can overlap the other calls; also: plate controls were buffer without enzyme for full effect and enzyme alone for no effect
Y pestis TopoI = blocks Yersinia pestis topoisomerase I activity. hit rate 0.064% among 360,000. Y. pestis Topo-I cleavage product accumulation, plate reader. activity, % at 10 µM; in the data active = activity above about 50%, passing the limit was not always enough; inconclusive = no clear call, values can overlap the other calls; also: inactives centre near 2
Anthrax LF inh2 = inhibitors of Bacillus anthracis lethal factor protease | multiplex microsphere protease cleavage assay, LF | inhibition, % at 10 µM | hit rate 0.12% among 360,000 | AID 588501; also: plate controls were buffer without enzyme for full effect and enzyme alone for no effect
Target sequence (P15917 whole entry, looked up): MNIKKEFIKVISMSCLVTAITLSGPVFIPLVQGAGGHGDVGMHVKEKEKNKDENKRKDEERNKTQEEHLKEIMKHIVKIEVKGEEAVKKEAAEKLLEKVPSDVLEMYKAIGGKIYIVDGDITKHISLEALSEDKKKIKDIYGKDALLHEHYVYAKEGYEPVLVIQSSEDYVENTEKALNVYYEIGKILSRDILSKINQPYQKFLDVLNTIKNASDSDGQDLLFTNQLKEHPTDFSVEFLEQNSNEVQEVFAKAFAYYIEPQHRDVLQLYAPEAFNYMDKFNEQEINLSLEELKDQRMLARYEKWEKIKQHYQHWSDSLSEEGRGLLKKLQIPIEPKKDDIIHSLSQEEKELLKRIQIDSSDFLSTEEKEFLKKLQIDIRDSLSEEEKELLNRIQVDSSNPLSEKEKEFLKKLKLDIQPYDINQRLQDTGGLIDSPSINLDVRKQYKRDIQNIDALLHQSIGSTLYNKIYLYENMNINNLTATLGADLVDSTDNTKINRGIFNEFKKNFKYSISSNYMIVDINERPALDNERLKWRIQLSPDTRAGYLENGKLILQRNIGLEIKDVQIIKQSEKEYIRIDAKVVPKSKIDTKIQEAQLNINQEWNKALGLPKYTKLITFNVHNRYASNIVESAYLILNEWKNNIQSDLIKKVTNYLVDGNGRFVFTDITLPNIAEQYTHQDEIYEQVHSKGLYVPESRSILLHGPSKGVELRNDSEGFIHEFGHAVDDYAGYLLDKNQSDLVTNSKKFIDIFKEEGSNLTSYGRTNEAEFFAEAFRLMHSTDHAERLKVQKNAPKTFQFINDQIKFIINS
BoNT A protease = BoNT A light chain protease inhibition; hit rate 0.17% among 360,000; multiplex microsphere protease substrate cleavage, flow cytometry; inhibition, % at 10 µM; AID 588499; also: plate controls were buffer without enzyme for full effect and enzyme alone for no effect
CCHFV vOTU inh = CCHFV vOTU protease inhibition | AID 651958 | hit rate 0.55% among 370,000 | Pep-AMC fluorescence | inhibition, % at 11.5 µM; in the data active = inhibition above about 30%; also: 0% = vehicle wells with enzyme and 100% = no enzyme wells
PfHsp40 rescue = restores yeast growth despite PfHsp40 toxicity; S. cerevisiae expressing PfHsp40, growth rescue, ATP luminescence; AID 504582; hit rate 0.68% among 340,000; growth rescue, % at 12.5 µM; in the data active = growth rescue above about 28%, passing the limit was not always enough; inconclusive = no clear call, values can overlap the other calls;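 also: yeast W303a lacking pdr1 and pdr3 grown in galactose medium; growth measured after three days at 30 °C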
An asterisk follows results filed as active; ? = inconclusive; nt = not tested or not shown; & = joins results of further samples. Rule as the data show it, unless noted: active = inhibition above about 30%; inconclusive = no clear call, values can overlap the other calls; inactive = below that.

entry	Compound	TcdB GH inh	CCHFV vOTU inh	Anthrax LF inh2	PrPC surface inh	Y pestis TopoI
1	Cc1ccc(S(=O)(=O)/N=C(/c2ccc(F)cc2)N2CCOCC2)cc1	0.9	8	-2	3	2
2	COC(=O)c1cccc(N2C(=O)C3CC=CCC3C2=O)c1 (configuration not stated)	nt	-13	-4	-4	-2
3	CCCCCCCCN1C(=O)[C@H](CC(=O)NCCCN2CCCC2=O)C[C@@]2(C(=O)OC)CCCCC=C12	0.5	8	-4	-1	nt
4	Cc1cccc(CN2CCC(N3CC(C)OC(C)C3)CC2)c1 (configuration not stated)	-11	5	2	5	0
5	N#Cc1cc(N)c(Nc2ccccc2)cc1C#N	nt	5	-7	9	-6
6	Cn1cc(CCNC(=O)CC2C(=O)NCCN2CC(c2ccccc2)c2ccccc2)cn1 (configuration not stated)	0.5	-2	0	-3	11
7	COc1ccc(NC(=O)C2C(=O)N(C)C3(C)CC2c2ccccc2O3)cc1 (configuration not stated)	nt	-2	-4	5	-3
8	CCN1CCN(C(=S)Nc2ccc3nc4n(c(=O)c3c2)CCCCC4)CC1	-2.3	-10	-5	2	15
9	CCOCCn1c(SC)nc2c1c(=O)[nH]c(=O)n2C	nt	10	-10	0	1
10	CN1CCc2nc(SCc3ccc(C(C)(C)C)cc3)c(C#N)cc2C1	nt	-8	5	0	-3

entry	BoNT-F LC inh	BoNT A protease	PfHsp40 rescue	FadD28 binding
1	-7	-2.8	-0.8	-2.4
2	-4	1.3	-1.1	-1.8
3	5	-0.6	nt	nt
4	10	2.8	-0.2	-1.0
5	1	0.2	0.2	-0.1
6	3	0.7	0.3	0.0
7	-7	0.3	3.3	-3.0
8	-2	-0.7	-2.8	-2.1
9	-1	-1.0	-0.2	1.6
10	-14	11	-0.7	-8.7

Additional results:
entry	Compound	TcdB GH inh	CCHFV vOTU inh	Anthrax LF inh2	PrPC surface inh	Y pestis TopoI
11	CCCCc1cc2c(s1)CCCC/C2=N/O	-0.1	12	-1	-6	14
12	CC(C)NC(=O)N(C)C[C@H]1Oc2c(NC(=O)Nc3ccc(C(F)(F)F)cc3)cccc2C(=O)N([C@H](C)CO)C[C@@H]1C	0.9&1.5	-9	9	1	9
13	NC(=O)c1cccc(-c2coc3c(C(=O)NCc4ccccc4)cccc23)c1	-0.1	-1	-5	15	21
14	CCCNC(=O)C1(C)CCCN(Cc2ccccc2-c2ccccc2)C1 (configuration not stated)	nt	nt	-1	nt	38
15	CSc1ncnc2c1ncn2CCCNCCCc1ccccc1	0.6	11	-3	-10	-4
16	COc1cccc(CN2CCCC(C(=O)N3CCCCC3)C2)c1OC (configuration not stated)	nt	-8	-9	-3	6
17	CCCN(C)C1CN(Cc2cn(Cc3ccc(F)cc3)nn2)S(=O)(=O)C1 (configuration not stated)	0.8	-1	2	-1	nt
18	COc1cc2nc(C3CCC3)n(NC(=O)c3ccco3)c(=O)c2cc1OC	-0.4	-3	-2	41*	-12
19	COc1ccc(OC)c(S(=O)(=O)NCC(c2ccco2)N2CCc3ccccc3C2)c1 (configuration not stated)	-0.2	16	1	7	8
20	COc1ccc(OCC(=O)Nc2ccc(N3CCN(Cc4ccccc4F)CC3)cc2)cc1	1.1	3	-9	22	25

entry	BoNT-F LC inh	BoNT A protease	PfHsp40 rescue	FadD28 binding
11	-1	-0.2	1.0	-2.0
12	-10	-0.8	-1.1	-3.3
13	6	0.5	nt	-11
14	0	-0.2	nt	-4.3
15	-4	-0.1	nt	-2.3
16	-4	0.0	-0.9	-3.9
17	-4	-1.4	nt	nt
18	-14	-1.1	-0.1	-2.0
19	-3	-2.9	-0.1	-1.8
20	-14	-1.0	-1.7	1.8

Next results:
entry	Compound	TcdB GH inh	CCHFV vOTU inh	Anthrax LF inh2	PrPC surface inh	Y pestis TopoI
21	CCCCCCC(C)n1[nH]c(=O)c2c(C)cc(=O)[nH]c21 (configuration not stated)	2.7	4	1	-6	-5
22	Cc1cccc(NC(=O)Cn2nc(-c3cccs3)ccc2=O)c1C	1.2	5	1	-19	5
23	COc1ccc(CC(=O)Nc2ccc(F)c(F)c2F)cc1S(=O)(=O)N1CCOCC1	2.8	10	2	10	2
24	CCOC(=O)CCc1c(C)n(CC)c2cc(-c3ccccc3OC)nn2c1=O	nt	-2	-1	6	-7
25	CCOc1cccc(-c2cnc3cccnn23)c1	0.3	-68	-6	-10	3
26	COc1ccc(N2CCN(c3ccnc4cc(Cl)ccc34)CC2)cc1	0.2	2	-5	-6	9
27	CCCCN1C=C(C(=O)c2ccccc2)C(=O)CC1	1.3	2	5	-1	3
28	CCOC(=O)c1c(S(=O)(=O)NCC(=O)Nc2cc(C)ccn2)c(C)n(C)c1C	0.6	-11	-1	9	1
29	O=C(Oc1ccc(N(C(=O)c2ccncc2)S(=O)(=O)c2cccs2)cc1)c1ccncc1	0.6	-4	-6	1	5
30	Cc1ccc(S(=O)(=O)N2CCOCC2)cc1NC(=O)CSc1n[nH]c(N)n1	2.5	-12	-3	5	-10

entry	BoNT-F LC inh	BoNT A protease	PfHsp40 rescue	FadD28 binding
21	-24	-0.6	-1.8	-1.8
22	2	-1.5	0.1	-3.1
23	5	0.6	1.4	-0.4
24	7	0.3	1.0	-1.4
25	1	0.1	nt	-4.3
26	-2	-1.2	0.3	-1.5
27	-5	-0.6	-1.6	-0.7
28	-4	-3.5	-0.3	-2.0
29	0	0.3	0.9	-3.7
30	-3	0.3	-1.0	-1.8

Next part.
entry	Compound	TcdB GH inh	CCHFV vOTU inh	Anthrax LF inh2	PrPC surface inh	Y pestis TopoI
31	COc1ccc(N(C)C(=O)C2CCN(S(=O)(=O)c3cccc4nonc34)CC2)c(OC)c1	-0.5	-3	-3	-12	30
32	CC(=O)c1ccc(NS(=O)(=O)Cc2ccc(Cl)cc2)cc1	nt	6	-1	3	0
33	CCN(CC)S(=O)(=O)c1cc(NC(=O)CSc2n[nH]c(N)n2)ccc1C	1.7	-6	-1	-2	-7
34	CN(C)CCn1c2c(c(SCC(=O)N3CCc4ccccc43)nc1=O)CCCC2	0.8	-9	nt	-10	6
35	COC(=O)c1c(-n2c(C)cc(C=O)c2C)sc2c1CCCC2	0.9	24	-5	7	30
36	Cc1cc(NC(=O)Nc2ccc(Cl)cc2)n(C)n1	-0.9	3	-7	-1	-9
37	O=C1NC[C@@H](CCCCN2C[C@H](Cc3ccccc3)N(CCC3CCCCC3)C(=O)C2=O)N(CC2CCCCC2)C1=O	-0.4	0	0	1	nt
38	Cc1ccc(S(=O)(=O)Nc2ccc(NC(=O)CN3CCCCC3)cc2)cc1	nt	-7	-2	2	-2
39	CC(C)(C)OC(=O)N1CCC(C(=O)Nc2ccc(C(=O)N3CCOCC3)cc2)CC1	1.3	-1	1	-4	5
40	COc1cc(N(C)C)ccc1C=c1c2ccccc2n2c1cc(-c1ccccc1)[n+]2C	6.5	34*	-45	31*	-68

entry	BoNT-F LC inh	BoNT A protease	PfHsp40 rescue	FadD28 binding
31	2	1.9	-0.8	-1.2
32	-2	-0.6	-0.1	-0.7
33	5	0.4	-1.1	-3.2
34	nt	nt	-0.4	0.2
35	9	1.4	-0.1	-0.9
36	25	3.3	-2.0	-3.5
37	2	0.1	nt	nt
38	-1	0.4	-1.0	-1.3
39	-6	0.1	-1.6	-0.5
40	-112	56*	?	5.7

(more compounds)
entry	Compound	TcdB GH inh	CCHFV vOTU inh	Anthrax LF inh2	PrPC surface inh	Y pestis TopoI
41	O=C(NCCc1ccccc1)c1cnc2sccn2c1=O	3.1	-3	-6	-5	2
42	CC1CCC(NS(=O)(=O)c2ccc3c(c2)n(C)c(=O)c(=O)n3C)CC1 (configuration not stated)	nt	-3	-3	5	-4
43	O=C(CSc1ccc(-c2ccncc2)nn1)N1CCN(c2ccccc2)CC1	-0.5	-1	-8	-4	-2
44	CCc1ccc(CNCc2ccc(F)cc2)cc1	-0.4	-11	0	0	0
45	Cc1nn(C)cc1/C=N\NC(=O)c1ccc2c(c1)c(C)c(C)n2Cc1ccccc1	nt	7	-3	11	4
46	COC(=O)C1C(c2ccc(OC)cc2)Nc2nnc(C(F)(F)F)n2C1(C)O (configuration not stated)	-1.3	-12	1	4	-1
47	CC1CC(C)CN(c2cc3c(cc2[N+](=O)[O-])C(=O)N(c2ccccc2)C3=O)C1 (configuration not stated)	0.7	-5	-3	8	-8
48	COc1ccc(/C=C/c2cc(O)cc(O[C@@H]3O[C@H](CO)[C@@H](O)[C@H](O)[C@H]3O)c2)cc1O	4.5	-12	-6	-5	-4
49	CCc1nc(N)c(C#N)c(-c2ccccc2OC)c1C	nt	-4	-2	-2	-4
50	CCn1c(SCC(=O)NC2CCCCC2)nnc1-c1cccnc1	1.6	11	2	-7	-7

entry	BoNT-F LC inh	BoNT A protease	PfHsp40 rescue	FadD28 binding
41	0	0.5	-0.8	-1.1
42	2	0.9	0.5	-2.7
43	-16	0.3	0.8	-1.1
44	-15	-0.9	1.3	-3.4
45	-13	-0.8	2.2	-1.2
46	0	0.0	1.3	-3.2
47	-3	-0.2	1.2	-2.1
48	-4	-0.9	nt	1.6
49	18	1.1	0.6	-2.6
50	-1	1.0	0.3	-1.9

(continued)
entry	Compound	TcdB GH inh	CCHFV vOTU inh	Anthrax LF inh2	PrPC surface inh	Y pestis TopoI
51	CC(C)(C)c1ccc(-c2ncccc2O)cc1	0.8	-35	-2	2	-9
52	Cc1ccc(S(=O)(=O)NCC(=O)Nc2ccc3c(c2)OCO3)cc1	-1.6	1	8	11	-1
53	O=C(Nc1nc2ccccc2n1CCN1CCCCC1)C1CCCCC1	nt	4	-1	-6	2
54	O=C(O)C1(c2ccccc2)CCN(S(=O)(=O)c2ccccc2)CC1	2.0	2	-3	4	3
55	O=C(CCCn1c(SCC(=O)NCC2CCCO2)nc2ccccc2c1=O)NCc1ccccc1 (configuration not stated)	nt	-2	-6	8	-11
56	Cc1cc(Cl)ccc1OCCCC(=O)N1CCN(C(=O)c2ccco2)CC1	nt	-9	-4	4	10
57	O=C(OCC(=O)c1ccc(Cl)s1)c1ccccn1	0.9	-5	-6	5	0
58	Cc1ccc(-c2nnc3ccc(SCC(=O)Nc4cc(C)on4)nn23)cc1	nt	-10	-4	-3	6
59	CCCCS(=O)(=O)N1CCC(C(=O)Oc2ccccc2OC)CC1	3.3	-13	nt	0	2
60	Cc1ccc(C(=O)NC(=S)NCc2cccnc2)c(C)c1	-0.4	-2	0	3	6

entry	BoNT-F LC inh	BoNT A protease	PfHsp40 rescue	FadD28 binding
51	-12	-1.4	0.4	-3.8
52	5	1.0	1.2	-0.2
53	-12	-0.6	-0.4	0.7
54	-4	-0.5	0.7	0.7
55	3	0.3	-0.3	-0.8
56	8	3.4	-0.1	-0.8
57	-5	1.1	-1.1	-0.3
58	0	0.6	-0.2	-5.1
59	nt	nt	-1.0	0.1
60	-6	-1.2	2.0	-1.5

Part of the list above, set out differently.
51) CC(C)(C)c1ccc(-c2ncccc2O)cc1
  TcdB GH inh: 0.8
  CCHFV vOTU inh: -35
  Anthrax LF inh2: -2
  PrPC surface inh: 2
  Y pestis TopoI: -9
  BoNT-F LC inh: -12
  BoNT A protease: -1.4
  PfHsp40 rescue: 0.4
  FadD28 binding: -3.8

60) Cc1ccc(C(=O)NC(=S)NCc2cccnc2)c(C)c1
  TcdB GH inh: -0.4
  CCHFV vOTU inh: -2
  Anthrax LF inh2: 0
  PrPC surface inh: 3
  Y pestis TopoI: 6
  BoNT-F LC inh: -6
  BoNT A protease: -1.2
  PfHsp40 rescue: 2.0
  FadD28 binding: -1.5

57) O=C(OCC(=O)c1ccc(Cl)s1)c1ccccn1
  TcdB GH inh: 0.9
  CCHFV vOTU inh: -5
  Anthrax LF inh2: -6
  PrPC surface inh: 5
  Y pestis TopoI: 0
  BoNT-F LC inh: -5
  BoNT A protease: 1.1
  PfHsp40 rescue: -1.1
  FadD28 binding: -0.3

52) Cc1ccc(S(=O)(=O)NCC(=O)Nc2ccc3c(c2)OCO3)cc1
  TcdB GH inh: -1.6
  CCHFV vOTU inh: 1
  Anthrax LF inh2: 8
  PrPC surface inh: 11
  Y pestis TopoI: -1
  BoNT-F LC inh: 5
  BoNT A protease: 1.0
  PfHsp40 rescue: 1.2
  FadD28 binding: -0.2

Values in list order from the entries so far:
Nos. 6–10 in PfHsp40 rescue, in turn: 0.3, 3.3, -2.8, -0.2, -0.7
Nos. 6–10 in Anthrax LF inh2, in turn: 0, -4, -5, -10, 5

From PubChem BioAssay

Hits appear at their usual frequency. About 2.3% of those tested had a hit in this group.
